# FN deposit inh = fibronectin deposition inhibition; AH1F fibroblasts, Alexa488-fibronectin deposition fluorescence, overnight; inhibition, % at 12.6 µM; 350,000 compounds, 0.086% hits; AID 743247;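 active means mean inhibition across replicates of 30% or more, regardless of how many single replicates reach that level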;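 further: positive control wells lacked labelled fibronectin entirely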
#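 Material: AH1F fibroblast monolayer depositing Alexa488-labelled fibronectin into matrix | Input: 10000 AH1F cells/well | Medium: DMEM plus 2% serum, read in PBS | Reagent: Alexa488-fibronectin, 24 nM final in well | Compound dosing: One dose per compound, pinned | Schedule: 1 h adhesion, overnight exposure | Measured by: Fluorescence at 485 nm excitation, 525 nm emission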
# LGR2 antag = blocks bursicon-induced cAMP signaling via Drosophila LGR2; inhibition, % at 9.99 µM; HEK293 LGR2, CRE-luciferase, bursicon-stimulated, 4 h; 380,000 compounds, 0.35% hits;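 active means drop in luminescence signal, shown as inhibition above about 50% in the replicate tests, limit read from the data, passing the limit was not always enough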;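 further: agonist challenge used bursicon conditioned medium at about half maximal strength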
# Statin myotox sup = protects C2C12 myotubes from simvastatin toxicity. ATP luminescence, 48 h; scaled: DMSO 0, geranylgeraniol control 100. rescue of ATP level, % at 7.49 µM. 330,000 compounds, 0.78% hits. AID 602340;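 active means mean ATP rescue above about 67%, or every replicate alone reaching that limit, limit read from the data, passing the limit was not always enough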;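 further: myotubes were challenged with 10 µM simvastatin during compound exposure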
# esBAF inh = blocks esBAF chromatin remodeling in mouse ES cells. Bmi1-luciferase knock-in reporter, 24 h; 100% = twice the neutral-well signal. reporter increase, % at 12.5 µM. 350,000 compounds, 2% hits; in the data active means activation above about 40%;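 further: 0% = median of the plate's neutral control wells and 100% = double that signal; a rise in the Bmi1 reporter signal indicates esBAF inhibition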
# CASP6 VEID inh = caspase-6 (human) enzyme inhibition. P55212. purified caspase-6, Z-VEID-R110 cleavage fluorescence. inhibition, % at 12.5 µM. 350,000 compounds, 0.53% hits;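 active means mean inhibition across replicates at least about 35%, with every replicate also reaching that limit, limit read from the data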;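 further: 0% = median of neutral control wells and 100% = no fluorescence left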
# Target sequence (P55212 24-179 limits assumed): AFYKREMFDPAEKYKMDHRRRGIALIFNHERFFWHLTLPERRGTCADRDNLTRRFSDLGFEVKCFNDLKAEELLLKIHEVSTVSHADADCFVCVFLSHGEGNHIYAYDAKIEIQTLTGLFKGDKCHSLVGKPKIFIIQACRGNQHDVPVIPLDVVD
# Target sequence (P55212 194-293 limits assumed): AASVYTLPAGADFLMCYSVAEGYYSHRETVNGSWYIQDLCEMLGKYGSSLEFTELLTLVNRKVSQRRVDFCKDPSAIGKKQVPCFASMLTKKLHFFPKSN
# SIRT5 block = sirtuin-5 (human) deacylase inhibition | Q9NXA8 | Purified SirT5, succinyl-peptide AMC, trypsin-coupled fluorescence | inhibition, % at 15 µM | 330,000 compounds, 1.1% hits | AID 652115; in the data active means inhibition above about 15%
# Target sequence (Q9NXA8 whole entry, looked up): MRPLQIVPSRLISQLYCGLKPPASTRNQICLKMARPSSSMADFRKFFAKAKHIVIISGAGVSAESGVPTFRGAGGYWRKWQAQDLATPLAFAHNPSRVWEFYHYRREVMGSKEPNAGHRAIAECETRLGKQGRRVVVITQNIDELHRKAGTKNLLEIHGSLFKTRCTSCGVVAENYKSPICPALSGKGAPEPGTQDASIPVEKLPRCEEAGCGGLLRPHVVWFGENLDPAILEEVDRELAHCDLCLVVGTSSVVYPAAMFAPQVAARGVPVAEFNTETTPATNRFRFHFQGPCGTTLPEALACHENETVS
# S100A4 MyoIIA = blocks human S100A4 binding to myosin IIA peptide; 360,000 compounds, 0.14% hits; S100A4/TAMRA-MyoIIA peptide fluorescence polarization; inhibition, % at 10.7 µM; P26447;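 active means mean inhibition of at least 70% across replicates, with every replicate also reaching that level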
# Target sequence (P26447 whole entry, looked up): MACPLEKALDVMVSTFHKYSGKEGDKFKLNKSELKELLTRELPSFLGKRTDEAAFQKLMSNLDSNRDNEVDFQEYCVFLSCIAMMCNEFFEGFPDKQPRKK
#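 incubation = readout 5 min after mixing, signal stable up to 60 min | system = S100A4 monomer protein | buffer or medium = HEPES pH 7.2 with CaCl2, KCl, NaCl, DTT, Triton | benchmarks = neutral control DMSO, positive control TFP | also added = fluorescent myosin IIA peptide, 5 nM | compound dosing = one concentration per compound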
# * = called active by the depositor; x = not tested or not shown; & = joins results of further samples. This is a subset. The share of hits here may be higher or lower than overall.
item	compound	FN deposit inh	LGR2 antag	Statin myotox sup	esBAF inh	CASP6 VEID inh	SIRT5 block	S100A4 MyoIIA
1	CCOC(=O)C1=C(C)Nc2ccccc2N/C1=N\S(=O)(=O)c1cccc(Cl)c1	1	4	-9	0	-4	0	2
2	COc1cccc2c1OCC(C(=O)O)C2 (stereo not given)	-2	16	4	-8	3	-1	1
3	Cc1cc(C)c2c(c1)/C(=N/NS(=O)(=O)c1ccccc1)CCC2	-12	x	136*	8	x	x	x
4	NC1=NC(c2ccc(Cl)cc2)C(C(=O)c2ccccc2)N1 (stereo not given)	-3	-5	x	x	-7	-3	-3
5	C[C@H]1CN([C@@H](C)CO)C(=O)c2cc(NC(=O)CCC(F)(F)F)ccc2O[C@@H]1CN(C)S(=O)(=O)c1ccccc1	x	-23	21	-1	0	-1	-6
6	CC(O)CSc1nc2c(c(=O)[nH]c(=O)n2C)n1Cc1ccccc1 (stereo not given)	8	0	-4	-8	-2	-2	0
7	NC(=O)CSc1nnc(-c2cccnc2)n1CCc1ccccc1	0	x	8	-6	x	x	x
8	CN(NC(=O)c1ccccc1F)c1nc(C(F)(F)F)nc2ccccc12	-3	12	x	x	-2	0	-4
9	CC1CN(C(=O)Nc2ccc3snnc3c2)c2ccccc21 (stereo not given)	-5	-11	19	17	2	x	-4
10	O=C(c1cccc(F)c1)N1C[C@@H]2[C@H](c3ccccc31)[C@H](CO)N2C(=O)C1CCCC1	-5	3	-6	-3	2	3	-2
11	CCCC(=O)Nc1ccc2c(c1)nc(CCNC(=O)c1ccccc1)n2C	x	-10	1	3	-3	-5	1
12	C[C@H](CO)N1C[C@H](C)[C@H](CN(C)C(=O)CN2CCOCC2)Oc2ncc(C3=CCCC3)cc2C1=O	-1	-15	15	-5	-1	-9	0
13	COc1cc(/C=C/C(=O)Nc2ccc(S(=O)(=O)Nc3ncccn3)cc2)ccc1OCC#N	-5	-8	3	6	-1	2	-18
14	COC(=O)C(C)NC(=O)C12CC3CC(C1)CC(c1ccc(C)cc1)(C3)C2 (stereo not given)	-2	-8	-1	-5	4	-1	0
15	COc1ccccc1-c1ccc2c(c1)O[C@H](CN(C)C(=O)Nc1ccccc1)[C@H](C)CN([C@H](C)CO)S2(=O)=O	x	25	28	2	-2	3	6
16	COC(=O)CSc1nnc(CNC(=O)Cc2ccccc2)n1-c1ccccc1OC	x	5	x	x	1	-1	0
17	COc1ccc(-c2ncccc2OC(=O)C23CC4CC(CC(C4)C2)C3)cc1OC	6	-5	3	-1	-1	-4	9
18	COc1ccc(-n2c(SCC(N)=O)nc3sc4c(c3c2=O)CCC4)cc1	-18	-2	4	-9	-1	-2	-5
19	CN(C)c1ccc2c(c1)[C@H]1C[C@@H](CC(=O)NCc3ccc(Oc4ccccc4)cc3)O[C@H](CO)[C@H]1O2	-19	14	x	x	0	-1	-7
20	COc1ccc(CC(NC(C)=O)C(=O)NC2CCN(S(=O)(=O)c3ccc(NC(C)=O)cc3)CC2)c(OC)c1 (stereo not given)	-1	8	3	2	0	-4	-6

# 4 of the compounds above, field by field.
(7) NC(=O)CSc1nnc(-c2cccnc2)n1CCc1ccccc1
  FN deposit inh: 0
  LGR2 antag: x
  Statin myotox sup: 8
  esBAF inh: -6
  CASP6 VEID inh: x
  SIRT5 block: x
  S100A4 MyoIIA: x

(4) NC1=NC(c2ccc(Cl)cc2)C(C(=O)c2ccccc2)N1 (stereo not given)
  FN deposit inh: -3
  LGR2 antag: -5
  Statin myotox sup: x
  esBAF inh: x
  CASP6 VEID inh: -7
  SIRT5 block: -3
  S100A4 MyoIIA: -3

(5) C[C@H]1CN([C@@H](C)CO)C(=O)c2cc(NC(=O)CCC(F)(F)F)ccc2O[C@@H]1CN(C)S(=O)(=O)c1ccccc1
  FN deposit inh: x
  LGR2 antag: -23
  Statin myotox sup: 21
  esBAF inh: -1
  CASP6 VEID inh: 0
  SIRT5 block: -1
  S100A4 MyoIIA: -6

(11) CCCC(=O)Nc1ccc2c(c1)nc(CCNC(=O)c1ccccc1)n2C
  FN deposit inh: x
  LGR2 antag: -10
  Statin myotox sup: 1
  esBAF inh: 3
  CASP6 VEID inh: -3
  SIRT5 block: -5
  S100A4 MyoIIA: 1

# (cont.)
item	compound	FN deposit inh	LGR2 antag	Statin myotox sup	esBAF inh	CASP6 VEID inh	SIRT5 block	S100A4 MyoIIA
21	COC(=O)CCC(=O)Nc1cc(OC)c(OC)cc1Cc1nccc2cc(OC)c(OC)cc12	6	6	-4	-5	-1	-2	6
22	Cc1ccccc1N1CC(C(=O)N2CCc3ccccc32)CC1=O (stereo not given)	x	-20	2	-6	0	-3	5
23	CCCC(=O)Nc1ccc2c(c1)C(=O)N(C)[C@@H]1CC[C@@H](CC(=O)NCCc3ccncc3)O[C@H]1CO2	3	-7	-20	0	2	-4	17
24	C[C@@H]1CN([C@@H](C)CO)C(=O)c2cc(NS(C)(=O)=O)ccc2O[C@H]1CN(C)Cc1ccc(Oc2ccccc2)cc1	5&11	14&-1	12&0	-1&1	-1&2	4&-1	3&-3
25	CN1CCN(c2ccc(Cl)cc2NC(=O)c2ccc(S(=O)(=O)N(C)C)cc2)CC1	2	x	2	-4	x	x	x
26	CCOc1ccc(N2C(=O)C(C)CNC2=S)cc1 (stereo not given)	x	-5	x	x	1	1	-9
27	C[C@@H]1CN([C@@H](C)CO)C(=O)c2cc(C#CCc3ccccc3)cnc2O[C@@H]1CN(C)Cc1cccc(F)c1	-6	12	-69	6	1	4	-49
28	Cc1cccnc1C1=NOC(Cc2ccccc2)C(=O)N1Cc1ccc2c(c1)OCO2 (stereo not given)	2	-13	-9	3	-1	x	2
29	CCOC(=O)c1ccc(NC(=O)COC)cc1	-7	x	2	8	x	x	x
30	Cc1cc([N+](=O)[O-])ccc1NC(=O)CCC(=O)N1CCCC1	x	-6	-5	-8	-4	-1	0
31	C[C@H]1CN([C@@H](C)CO)C(=O)Cc2cc(NC(=O)C3CCCCC3)ccc2O[C@@H]1CN(C)C(=O)NC1CCCCC1	x	-3	7	2	0	-2	10
32	COc1ccc(CNC(=O)CN(C(=O)c2ccc(CN3CCOCC3)o2)C2CCCC2)cc1	-7	x	-9	9	x	x	x
33	COc1ccc(NC(=S)NCCN2CCOCC2)c(OC)c1	-4	22	x	x	-1	-4	-1
34	Cc1ccccc1NC(=O)CN1CCN(c2ccc(F)cc2)CC1	1	1	-2	-3	-1	1	25
35	CC(C)Cn1c(C(C)C)nc([N+](=O)[O-])c1Sc1ccc(Cl)cn1	2	x	34	-3	x	x	x
36	C[C@@H]1CN([C@H](C)CO)C(=O)c2cc(NS(=O)(=O)c3cccs3)ccc2O[C@@H](C)CCCCO[C@H]1CN(C)S(=O)(=O)c1ccc(Cl)cc1	2	0	x	x	2	2	-13
37	C[C@@H]1CN([C@@H](C)CO)C(=O)c2cc(NC(=O)C3CC3)ccc2O[C@H]1CN(C)C(=O)Nc1ccccc1	x	-23	3	1	0	-3	8
38	COc1ccc(NC(=O)N(C)C[C@H]2Oc3ccc(NS(=O)(=O)c4c(C)noc4C)cc3C(=O)N([C@@H](C)CO)C[C@@H]2C)cc1	x	-14	0	6	-2	4	-7
39	CC1CCCN(CC(=O)Nc2ccc(S(=O)(=O)NC3CCCCC3)cc2)C1 (stereo not given)	x	-6	3	0	3	2	-9
40	CCC(C)[C@H](NC(=O)N1CC(=O)Nc2ccccc21)C(=O)NC(C)CCc1ccccc1 (stereo not given in full)	0	-10	x	x	3	2	0

item	compound	FN deposit inh	LGR2 antag	Statin myotox sup	esBAF inh	CASP6 VEID inh	SIRT5 block	S100A4 MyoIIA
41	CN(CC1CCCN(CCc2ccc(Cl)cc2)C1)C(=O)c1ccc2nc[nH]c2c1 (stereo not given)	-7	-8	-3	-6	-9	-1	-5
42	O=C(c1ccccc1Cl)N1CCn2c1nc1ccccc12	-3	-16	17	-2	-3	1	-1
43	CCCN1CCC(=O)N([C@H](CSc2ccc(OC)cc2)Cc2ccccc2)CC1	-2	x	5	-15	-5	x	0
44	CCOCCOC(=O)c1ccc(NC(=O)c2cc3ccccc3o2)cc1	-5	-40	-3	22	-2	2	-4
45	CCCCOc1ccc(OCCCN2CCOCC2)cc1	3	-17	-1	13	3	-1	-14&3
46	COc1cccc(CN(C)CCCn2ccc(NC(=O)OCc3ccccc3)nc2=O)c1	-6	-18	-5	1	1	-1	4
47	CCOC(=O)Cn1c(=O)oc2cc(S(=O)(=O)N3CCN(c4ccccn4)CC3)ccc21	-2	-10	3	1	-1	-2	2
48	O=S1(=O)c2ccc(Br)cc2N2CCC[C@H]2CN1Cc1ccccc1	8	9	-29	-4	1	x	-1
49	C/C(=N\Nc1nccnc1Cl)c1ccc(Cl)c(Cl)c1	0	-14	-5	17	0	-1	1
50	Cc1cccc(C)c1NC(=S)N(CCCN1CCOCC1)Cc1cccnc1	-22	-7	-4	-5	-2	-3	4
51	Cc1cc(N(C)N)nc(NC(=O)NS(=O)(=O)c2ccccc2Cl)n1	10	-1	-8	3	-2	-2	-6
52	O=C(CN1C(=O)COc2ccccc21)NCCCN1CCN(c2ccccc2F)CC1	1	4	9	6	-13	-1	2
53	Cc1ccc(/C([O-])=C(/C(=S)NCCN2CCOCC2)[n+]2ccccc2)cc1[N+](=O)[O-]	12	1	-37	-2	6	-3	2
54	Cc1c(Cl)cccc1NC(=O)Cn1c(-c2ccc(F)cc2)noc1=O	3	3	x	x	0	0	-5
55	Cc1ccc(S(=O)(=O)N2CCCC2CNC(=O)C(=O)Nc2ccc(F)cc2)cc1 (stereo not given)	3	-7	-3	15	-5	1	-7
56	COc1ccc2nc(N/C(=N/S(=O)(=O)c3cccs3)c3ccccc3Cl)sc2c1	0	-1	x	x	29	5	12
57	CC(C)CC#Cc1cnc2c(c1)C(=O)N([C@H](C)CO)C[C@@H](C)[C@@H](CN(C)S(C)(=O)=O)O2	-14	-8	-19	0	-1	0	-1
58	OCCN1CCN(C(=S)NC2CCCC2)CC1	3	9	x	x	-1	2	-3
59	CCN(CC)C(=O)Oc1ccc(Cl)c2cccnc12	5	-1	9	-6	1	-3	-1
60	O=C(CCNS(=O)(=O)c1ccccc1)OCC(=O)c1ccc(Br)cc1	-7	-3	x	x	3	-4	-2

item	compound	FN deposit inh	LGR2 antag	Statin myotox sup	esBAF inh	CASP6 VEID inh	SIRT5 block	S100A4 MyoIIA
61	C[C@@H]1CCCCO[C@@H](CN(C)Cc2ccccc2)[C@H](C)CN([C@@H](C)CO)C(=O)c2cc(N(C)C)ccc2O1	x	5	35	2	-4	2	6
62	CCc1ccc(NC(=O)CCNS(=O)(=O)c2cccs2)cc1	0	-30	-11	15	-1	0	-2
63	CCC(NC(=O)Cn1cnc2c(=O)n(C)c(=O)n(C)c21)c1ccccc1 (stereo not given)	4	x	-1	2	x	x	x
64	CCCNC(=O)N1CC2(C1)CN(Cc1ccc(F)cc1)[C@@H](CO)c1[nH]c3cc(OC)ccc3c12	-21	17	x	x	0	-2	2
65	CCCC#Cc1ccc([C@H]2[C@H](CO)N3C(=O)CN(S(=O)(=O)c4ccccc4C)C[C@@H]23)cc1	11	16	x	x	0	5	0
66	C[C@@H]1CN([C@H](C)CO)C(=O)c2cc(NS(=O)(=O)c3ccccc3)ccc2O[C@@H](C)CCCCO[C@@H]1CN(C)Cc1ccncc1	0	-13	x	-25	-2	12	12
67	O=C(O)COc1ccc(/C=C/C(=O)c2ccc(C3CCCCC3)cc2)cc1	-29	0	23	-32	29	11	-1
68	CO/N=C/c1ccc(N2CCOCC2)c([N+](=O)[O-])c1	-15	-8	-4	0	-6	-1	-2
69	C/C=C/c1ccc([C@H]2[C@@H](CO)N(C(=O)CN(C)C)[C@H]2CN(C)C(C)=O)cc1	9	-30	x	x	x	4	x
70	CC(=O)N(C1=C(O)c2ccccc2C(=O)C1=O)C1CCCCC1	x	8	-19	0	8	4	-2
71	C[C@H](CO)N1C[C@H](C)[C@H](CN(C)Cc2ccc(Cl)c(Cl)c2)Oc2ccc(NC(=O)Nc3ccc4c(c3)OCO4)cc2C1=O	x	6	28	7	-1	-4	-1
72	O=C(CN(C(=O)CCC(=O)Nc1ccccn1)c1cccc(F)c1)NCc1ccco1	-18	7	11	-1	0	0	1

# Compound activity deposited in PubChem by Broad Institute.
